# Screens from PubChem BioAssay.
# TRPM1 prom inh = reduces MITF-dependent TRPM1 promoter luciferase signal. SK-MEL-5 TRPM1 promoter luciferase, 24 h. inhibition, % at 12.5 µM. AID 488899. 330,000 compounds, 0.83% hits;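 active = mean inhibition across replicates of 60% or more, whatever share of single replicates reaches that level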; note: values of inactives mirror those of a sister screen read the other way
# Peg3 prom inh = Peg3 promoter activity inhibition; HeLa PEG-Prom luciferase reporter, luminescence, overnight; inhibition, % at 20 µM; 360,000 compounds, 1.7% hits; AID 588405;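 active = inhibition of at least 50% at 20 µM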
# Shn3 inh set2 = Schnurri-3 reporter inhibition in Clone20 osteoblasts. AID 588674. Clone20 osteoblast Shn3 3'UTR firefly luciferase, 24 h. 360,000 compounds, 0.52% hits. inhibition, % at 12.5 µM;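 active = mean inhibition of at least 75% with every replicate also reaching 75%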;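 note: 0% = median of neutral control wells and 100% = pilot-screen positive control compound; some compounds past the cut are filed as inactive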
# m5-HT2A agonist = activates the mouse 5-HT2A serotonin receptor; P35363; CHO-K1 mHTR2A beta-arrestin complementation, luminescence; percent of 30 µM serotonin response; activation, % at 7.6 µM; 360,000 compounds, 0.66% hits;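 active = activation above a run cutoff, the mean activation of all tested compounds plus 3 SD, cut at about 14% in these data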;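 note: 0% = plate median of compound wells and 100% = 30 µM serotonin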
# HIF-2a inh = HIF-2a inhibition; 786-0 RCC cells HIF-2a reporter, luciferase luminescence, overnight; inhibition, % at 18.8 µM; 360,000 compounds, 0.72% hits; AID 624352;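 active = inhibition of the luminescence signal of 40% or more relative to plate controls, in a single-dose primary screen at 18.75 µM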
# NR2E3 ag-1 = activates human NR2E3 receptor; AID 602229; 360,000 compounds, 0.35% hits; Q9Y5X4; CHO-S Gal4-NCOR/VP16-NR2E3 two-hybrid, luciferase; inhibition of corepressor binding, % at 3.98 µM;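 active = inhibition above the mean of all tested compounds plus 3 SD, cut at about 70% in these data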;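 note: 0% = DMSO with NR2E3 transfected cells and 100% = cells lacking NR2E3 construct; higher means lower luciferase signal from less NR2E3 corepressor binding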
# Target sequence (Q9Y5X4 whole entry, looked up, the tested form may be a part): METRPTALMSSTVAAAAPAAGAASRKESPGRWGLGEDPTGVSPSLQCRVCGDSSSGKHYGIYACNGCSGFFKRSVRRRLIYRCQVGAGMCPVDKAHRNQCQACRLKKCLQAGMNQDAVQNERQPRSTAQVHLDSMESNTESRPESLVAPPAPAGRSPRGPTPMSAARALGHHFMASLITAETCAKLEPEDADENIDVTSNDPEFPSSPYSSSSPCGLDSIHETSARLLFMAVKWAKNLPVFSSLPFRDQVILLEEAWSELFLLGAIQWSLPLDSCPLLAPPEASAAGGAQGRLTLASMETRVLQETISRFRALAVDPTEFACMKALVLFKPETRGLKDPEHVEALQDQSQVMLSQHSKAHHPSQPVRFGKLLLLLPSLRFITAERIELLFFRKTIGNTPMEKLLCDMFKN
# hiPSC survival = enhancers of human iPSC single-cell survival; hiPSC single-cell survival, ATPlite luminescence; 100% = ROCK inhibitor wells, 0% = DMSO; survival enhancement, % at 20 µM; 360,000 compounds, 0.044% hits; in the data active = survival enhancement above about 18%;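 note: cells exposed to compounds for 16 hours before the ATP read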
# NR2E3 ag-2 = activates human photoreceptor nuclear receptor NR2E3; Q9Y5X4; GST-NR2E3/biotin-RetCOR TR-FRET, 1536-well; inhibition of corepressor binding, % at 4.78 µM; 320,000 compounds, 0.12% hits; AID 2300;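 active = percent inhibition above the cutoff of mean plus 3 SD of all tested compounds, set per screening campaign, cut at about 20% in these data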;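 note: 0% = DMSO wells and 100% = biotin wells as full block of FRET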
#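 Test system: GST-NR2E3 and biotin-RetCOR proteins | Quantity: 1.35 nM GST-tagged NR2E3 final | Medium: Tris pH 7.5 | Also added: 7 nM biotin-RetCOR | Dosing: Compound at 4.8 µM, single dose | Timing: 5 h at 4 °C | Detection: Time-resolved FRET | Read-out basis: Percent inhibition | Benchmarks: Biotin wells as high control, 0.6% DMSO wells as low control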
# PDI inh = blocks human protein disulfide isomerase activity. inhibition, % at 10 µM. PDI insulin aggregation turbidity, A650, 90 min. 350,000 compounds, 0.052% hits;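 active = mean inhibition across replicates of 30% or more, whatever share of single replicates reach that level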;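 note: absorbance from insulin aggregation driven by PDI reduction with DTT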
# Target sequence (P07237 whole entry, looked up): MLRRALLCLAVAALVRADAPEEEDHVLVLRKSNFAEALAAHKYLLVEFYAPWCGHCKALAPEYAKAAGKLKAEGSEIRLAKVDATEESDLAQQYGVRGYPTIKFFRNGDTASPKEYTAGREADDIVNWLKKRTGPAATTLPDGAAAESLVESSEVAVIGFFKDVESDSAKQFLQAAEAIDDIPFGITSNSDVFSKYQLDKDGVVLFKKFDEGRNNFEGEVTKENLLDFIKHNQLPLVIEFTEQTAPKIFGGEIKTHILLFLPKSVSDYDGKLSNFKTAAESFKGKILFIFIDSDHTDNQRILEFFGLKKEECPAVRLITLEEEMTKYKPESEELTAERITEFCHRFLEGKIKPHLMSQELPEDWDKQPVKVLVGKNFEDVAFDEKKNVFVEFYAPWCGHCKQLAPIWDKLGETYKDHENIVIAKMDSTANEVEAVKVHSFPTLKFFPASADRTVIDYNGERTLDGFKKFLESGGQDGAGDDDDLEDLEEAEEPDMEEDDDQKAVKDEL
# Cardio protect = myocardial damage modulation in H9c2 cells; protection from H2O2 cell death, % at 20 µM; AID 588492; 360,000 compounds, 0.63% hits; H9c2 cardiomyocytes, H2O2 injury protection, ATPLite, 2 h;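 active = compounds giving at least 50% protection of heart cells from peroxide-induced death in the single-dose screen, raw or plate-pattern-corrected value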;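 note: 0% = DMSO wells with peroxide and 100% = DMSO wells without peroxide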
# CaV13 ICDI inh = Primary screen for inhibitors of IQ motif and Ca2+-dependent inactivation inhibitor domain binding in CACNA1D, Förster resonance energy transfer in living cells, …; HEK cells, CFP/YFP FRET ICDI-IQ, plate reader, 10 min; percent FRET-ratio fall versus neutral wells; inhibition, % at 12.3 µM; 340,000 compounds, 0.098% hits; AID 743397;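 active = mean replicate inhibition of at least 30% and at least 1% of replicates passing that level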;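 note: 0% = median of the neutral control wells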
# The depositor's hits bear a star; . = no result given.
Compound	TRPM1 prom inh	Peg3 prom inh	Shn3 inh set2	m5-HT2A agonist	HIF-2a inh	NR2E3 ag-1	hiPSC survival	NR2E3 ag-2	PDI inh	Cardio protect	CaV13 ICDI inh
CC(C)c1ccc(N2CC(C)(C)C2=O)cc1	-13	5	-21	-3	-9	-1	-0.8	3	3	6	-5
O=C(Nc1ccncc1)C1CCN(S(=O)(=O)c2ccccc2)CC1	9	4	-21	6	16	-6	-0.3	2	2	-5	-4
O=C(NCc1ccc(F)cc1)C1CCCN1S(=O)(=O)c1ccccc1C(F)(F)F (stereo not given)	-7	0	-2	4	3	-38	-0.2	5	3	-1	-3
COc1ccc(C(=O)Nc2ccc3ccccc3n2)cc1OC	-49	-293	-84	-2	-333	-84	-0.2	2	-6	20	-19
O=C(O)c1cc(S(=O)(=O)Nc2ccccc2Cc2ccccc2)ccc1Cl	0	-9	5	-1	16	-16	1.4	2	10	-2	-3
Cc1ccccc1N1CCN(C(=O)NCc2cccc(Cl)c2)CC1	-12	5	-4	-5	-24	10	0.0	-1	-8	-3	-4
Cc1ccc2c(c1)[C@H]1[C@H](CO2)[C@H](c2ccccc2)[C@]2(C)C(=O)N(Cc3ccc(Cl)cc3)CC(=O)N12	7	-41	11	4	17	-1	1.3	-2	-4	-2	-4
CCC(Oc1cc(Cl)ccc1Cl)C(=O)N1CCCN(C)CC1 (stereo not given)	-7	7	11	-3	15	-6	-0.4	.	0	1	-3
Cn1nnnc1N=N/C(=N/Nc1ccccc1)c1ccccc1	9	52*	46	16*	-74	-21	-0.7	-3	6	21	-5
O=C(O)c1ccc(SCc2ccccc2)nc1	-1	-80	-5	-2	-56	-36	0.4	1	1	6	-16
Cc1ccc(N2CC(C(=O)Nc3nnc(SCCC4OCCO4)s3)CC2=O)cc1 (stereo not given)	2	9	-8	10	8	-16	-0.1	1	-6	8	.
COc1ccc(NC(=O)CN(c2cccc(F)c2)S(C)(=O)=O)cc1OC	10	12	3	-3	16	-8	5.0	0	0	6	.
CN(CC(=O)Nc1ccc(S(=O)(=O)N2CCCC2)cc1)Cc1c(F)cccc1Cl	4	20	60	-8	-1	17	1.5	3	-7	-20	-3
Cc1cccc(N2CCC(NCc3c(C(=O)N4CCCCC4)nc4c(C)cccn34)CC2)c1	9	6	36	-9	4	11	-0.2	4	5	2	.
O=C(O)c1ccccc1C1c2ccccc2Oc2ccccc21	-5	7	78	3	3	-30	6.9	.	-4	-2	-6
COc1cccc2sc(Nc3nc(-c4ccccn4)cs3)nc12	53	-17	71	-8	-299	97*	-3.1	2	-12	8	.
O=S(=O)(Nc1ccc(OC(F)F)cc1)c1ccc(-c2ccon2)s1	-7	11	-22	-6	15	2	1.6	1	0	-2	-20
COC(=O)c1ccc(Cn2nnc3c(=O)[nH]c(C4CCCN(S(=O)(=O)c5ccccc5)C4)nc32)cc1 (stereo not given)	-9	29	1	-7	10	-10	0.2	-2	-1	61*	-2
COc1ccc(S(=O)(=O)NC2CC(=O)N(c3ccc(C)c(C)c3)C2)cc1 (stereo not given)	11	18	13	-1	5	25	1.1	1	0	-7	-6
N#Cc1ccc(S(=O)(=O)N2CCCCC2c2cc(C(=O)N3CCOCC3)no2)cc1 (stereo not given)	.	7	-13	13	14	-23	-0.7	.	4	1	-5
O=C(NC1CCCCC1)C(c1ccc(Cl)cc1)N1CCC2(CC1)OCCO2 (stereo not given)	-11	10	9	-5	7	-7	2.0	-1	-4	-2	-4
Cc1cccc(NC(=O)c2ccc(OCC3CCCO3)cc2)c1C (stereo not given)	-25	-95	-17	-4	-158	-42	-0.6	-2	0	0	-5
CN(Cc1ccccc1NS(=O)(=O)c1ccc(Cl)cc1)C1CCCCC1	-2	16	-4	-3	8	-16	0.4	1	-4	-1	-3
C/C(N)=C(/C#N)C(=O)COC(=O)c1ccc(NC(N)=O)cc1	-12	3	-2	3	10	14	0.2	1	2	-2	-6

# Given with values under each structure: part of the list above.
# Each structure is followed by: TRPM1 prom inh, Peg3 prom inh, Shn3 inh set2, m5-HT2A agonist, HIF-2a inh, NR2E3 ag-1, hiPSC survival, NR2E3 ag-2, PDI inh, Cardio protect, CaV13 ICDI inh
> O=C(O)c1ccccc1C1c2ccccc2Oc2ccccc21
 : -5, 7, 78, 3, 3, -30, 6.9, ., -4, -2, -6
> C/C(N)=C(/C#N)C(=O)COC(=O)c1ccc(NC(N)=O)cc1
 : -12, 3, -2, 3, 10, 14, 0.2, 1, 2, -2, -6
> CN(Cc1ccccc1NS(=O)(=O)c1ccc(Cl)cc1)C1CCCCC1
 : -2, 16, -4, -3, 8, -16, 0.4, 1, -4, -1, -3
> COc1cccc2sc(Nc3nc(-c4ccccn4)cs3)nc12
 : 53, -17, 71, -8, -299, 97*, -3.1, 2, -12, 8, .
> Cc1cccc(N2CCC(NCc3c(C(=O)N4CCCCC4)nc4c(C)cccn34)CC2)c1
 : 9, 6, 36, -9, 4, 11, -0.2, 4, 5, 2, .

# The listing continues:
Compound	TRPM1 prom inh	Peg3 prom inh	Shn3 inh set2	m5-HT2A agonist	HIF-2a inh	NR2E3 ag-1	hiPSC survival	NR2E3 ag-2	PDI inh	Cardio protect	CaV13 ICDI inh
O=C(CSc1nnnn1Cc1ccccc1)Nc1ccc2c(c1)OCCO2	-5	-44	-17	-4	-116	-7	-0.4	0	-6	0	.
O=C(CCCC(=O)N(CC(=O)NC1CCCCC1)Cc1ccco1)Nc1ccccn1	-2	-7	9	-1	13	-22	0.8	2	-6	10	.
Cc1ccc2nc(/N=C(\N)NC(=O)NC3CCCCC3)nc(C)c2c1	-20	22	29	-7	-38	-25	0.0	-1	-7	-8	-3
CCOC(=O)C1=C(CC)OC(N)=C(C#N)C1c1cc(OC)ccc1OC (stereo not given)	-3	4	-13	-4	16	-13	1.1	0	-4	-1	-6
CCOc1ccc(NC(=O)CN(C)C(=O)c2ccccc2OCc2cccc(C)c2)cc1OCC	.	18	-1	-1	2	4	-0.4	1	-1	0	-2
CCC(=O)Nc1ccc(N2CCC(C)CC2)cc1	-35	-104	-57	-1	-95	-37	1.6	1	-2	3	-5
COc1cccc(/C=N/NC(=O)c2ccc(OCc3cccc(Br)c3)cc2)c1	-9	-2	-3	-1	8	-35	-1.2	1	-2	0	-4
CC(=O)/C(=N\Nc1ccc(Cl)cc1)Sc1nnc(-c2ccccc2)n1-c1ccccc1	-7	8	17	0	18	-11	-3.0	2	-2	3	-6
NS(=O)(=O)c1ccc(N/N=C/c2ccccn2)c([N+](=O)[O-])c1	5	-16	12	6	-11	-50	0.4	2	2	1	-6
O=C(N/N=C/c1ccc(N2CCOCC2)cc1)c1ccccc1OCCOc1ccccc1	12	62*	4	-3	-3	-29	-0.8	1	7	42	-4
O=C(COC(=O)CCC(=O)c1ccc(F)cc1)Nc1ccccc1	-5	-7	-7	-2	16	-7	-0.4	-2	0	-2	-5
Cc1cc(C)nc(N/C(=N\S(=O)(=O)Cc2ccccc2)Nc2cccc(Cl)c2C)n1	7	10	-11	-2	10	-4	-0.1	-5	-3	5	-6

# 5 compounds picked at random from the list so far:
Compound	TRPM1 prom inh	Peg3 prom inh	Shn3 inh set2	m5-HT2A agonist	HIF-2a inh	NR2E3 ag-1	hiPSC survival	NR2E3 ag-2	PDI inh	Cardio protect	CaV13 ICDI inh
Cc1ccc2nc(/N=C(\N)NC(=O)NC3CCCCC3)nc(C)c2c1	-20	22	29	-7	-38	-25	0.0	-1	-7	-8	-3
O=C(N/N=C/c1ccc(N2CCOCC2)cc1)c1ccccc1OCCOc1ccccc1	12	62*	4	-3	-3	-29	-0.8	1	7	42	-4
CCC(=O)Nc1ccc(N2CCC(C)CC2)cc1	-35	-104	-57	-1	-95	-37	1.6	1	-2	3	-5
Cc1cc(C)nc(N/C(=N\S(=O)(=O)Cc2ccccc2)Nc2cccc(Cl)c2C)n1	7	10	-11	-2	10	-4	-0.1	-5	-3	5	-6
O=C(COC(=O)CCC(=O)c1ccc(F)cc1)Nc1ccccc1	-5	-7	-7	-2	16	-7	-0.4	-2	0	-2	-5

# More structures follow:
Compound	TRPM1 prom inh	Peg3 prom inh	Shn3 inh set2	m5-HT2A agonist	HIF-2a inh	NR2E3 ag-1	hiPSC survival	NR2E3 ag-2	PDI inh	Cardio protect	CaV13 ICDI inh
C/C(CC(=O)Nc1ccccc1-c1ccccc1)=N\NC(=O)COc1ccc(C)cc1Br	-16	-7	-7	0	-1	-19	3.8	-5	1	1	-5
COc1cc(NC(=O)c2ccc(NC3=NC4CS(=O)(=O)CC4S3)cc2)cc(OC)c1 (stereo not given)	.	9	-24	1	7	-34	0.3	5	.	16	-4
O=C(CCn1ccc([N+](=O)[O-])n1)NC1CCCCCC1	5	-12	-1	5	17	-8	-1.8	1	-3	-1	-15
CCCSc1nnc(CSc2nc3nc(C)cc(C)n3n2)o1	-2	8	6	-4	10	-8	0.8	3	-11	-1	-5
COCCOC(=O)C1=C(C)NC(=O)NC1c1cccs1 (stereo not given)	-2	-2	8	6	5	17	-2.5	0	6	-4	-4
C=CCn1cnnc1SCC(=O)N(C1CCCCC1)C1CCS(=O)(=O)C1 (stereo not given)	-2	14	3	6	13	-17	1.8	.	-6	6	-6
CC1CCCCC1NC(=O)Cn1[nH]c(=O)c2ccccc2c1=O (stereo not given)	-1	6	13	2	6	-13	0.1	3	-24	20	-4
CCn1c(SCC(=O)NC2CCCC2)nnc1-c1ccco1	-9	6	3	3	4	-24	0.3	1	-4	8	-4
Cc1ccc2nc(NC(=O)CN3C(=O)C4CC=CCC4C3=O)sc2c1 (stereo not given)	-4	-57	-6	4	-59	-19	-0.9	6	2	-10	0
CCOC(=O)CCSc1n[nH]c(=S)s1	3	12	26	-3	5	-36	-0.5	4	-4	-3	-5
COc1ccc(C(=O)N2CCCC(C(N)=O)C2)cc1S(=O)(=O)N1CCOCC1 (stereo not given)	-7	11	-14	9	9	1	0.1	1	-19	2	-2
COc1cc2[nH]c(=S)nc(NCc3ccccn3)c2cc1OC	9	6	-4	-2	-2	-14	-0.9	.	-7	-4	-48
COc1cccc(NC(=S)N(Cc2ccc(C(=O)O)cc2)Cc2ccc(OC)c(OC)c2)c1	9	3	55	8	-9	3	0.4	3	0	1	-4
CCOc1ccc(CCNC(=O)c2cccc(S(=O)(=O)N3CCOCC3)c2)cc1OCC	0	11	-2	0	9	-7	-0.3	0	-12	3	-14
O=C(CSC1=NCCS1)NC1CCCC1	-10	1	-9	5	-84	-10	-0.1	0	2	-3	-4
